# BRCA1 expr act: activators of BRCA1 expression; MCF7-BRCA1-FFLuc reporter, luminescence, 48 h; response scale: scaled: vehicle 0%, 10 µM genistein 100%; Potency, µM (highest dose often 46.1 µM), for inactives: at the top dose activation, hits mostly activators; hit rate 1.1% among 380,000; AID 624202; further: nearly all actives have a fitted effect of over 80% in size; some results filed as inactive show a strong effect at the top dose
#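 MCF7-BRCA1-FFLuc cells, 2000/well in phenol-red-free MEM, attached 2 h then treated 48 h at 37 C. Luciferase luminescence read 15 min after reagent; normalized to genistein maximum activation (10microM) and DMSO, concentration-response fitted.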
# CXXC DNA block: inhibitors of human MLL CXXC domain-DNA interaction. hit rate 0.037% among 290,000. Q03164. MLL-CXXC / FITC-HOXA9 DNA fluorescence polarization. Potency, µM (top dose mostly 115 µM), without a hit: top-dose activity change, negative = inhibition, actives largely listed as inhibitors. AID 2662; active means well fitted inhibition curve with a large enough effect in the polarisation, with a control signal flat, not every such curve was filed as active; inconclusive means small, poorly fitted or top-dose-only effect, or effect the other way, or a change in a side signal; inactive means no such curve, though single readings can be large or run the other way; the % refers to the polarisation
#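 Steps: dispense CXXC domain solution (7 uM) → pin compounds or unlabeled HOX-A9 DNA control → 5 min ambient → add FLSN-HOX-A9 solution (50 nM) → spin → 30 min ambient → fluorescence polarization. Tris pH 7.5/NaCl/DTT/BSA buffer.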
# Gal4-VP16 FLuc: Gal4-VP16 reporter inhibition counter-screen. Drosophila S2 Gal4-VP16 UAS-luciferase, luminescence, 20 h. Potency, µM (series often up to 53.6 µM), without a hit: top-dose activity, negative = inhibition, most hits filed as inhibitors. hit rate 3.5% among 310,000. AID 2546;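 further: Gal4-VP16 expression switched on by copper sulfate through the metallothionein promoter; on the % scale 0 is the no-effect control and ±100 the full control effect; nearly all actives have a fitted effect of over 50% in size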
# ELG1 genotoxic: inducers of genotoxicity in HEK293T ELG1-luciferase cells; HEK293T ELG1-luciferase reporter, luminescence, 16 h; Potency, µM (doses to about 46 µM), for inactives: at the top dose activity change, positive = activation, actives largely listed as activators; hit rate 1.3% among 330,000; AID 504466; further: % of control where 0% means no effect; nearly all actives have a fitted effect of over 60% in size
#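 HEK293T cells expressing luciferase-tagged ELG1 were exposed to compound or DMSO vehicle for 16 hr at 37 °C and 5% CO2. Luciferase activity was then measured with ONE-Glo after 30 min at room temperature.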
# MBNL1 CUG block: MBNL1-poly(CUG) RNA binding inhibition; Q9NR56; TR-FRET MBNL1-His/biotin-(CUG)12 binding, 665/545 ratio; Potency, µM (titrated, usually from 57.5 µM), without a hit: at the top dose activity change, negative = inhibition, usual class: inhibitors; hit rate 0.036% among 280,000; active means well fitted inhibition curve with a large enough effect in the signal ratio, with a control signal flat, not every such curve was filed as active; inconclusive means small, poorly fitted or top-dose-only effect, or effect the other way, or a change in a side signal; inactive means no such curve, though single readings can be large or run the other way; the % refers to the signal ratio; further: on the % scale 0 is the no-effect control and ±100 the full control effect
#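 Compounds (final 92 nM to 58 uM) are added to His-tagged MBNL1 and biotin-(CUG)12, then terbium anti-His antibody and streptavidin-XL665 (5 nM final). After 60 min at room temperature, the 665/545 nm ratio is read.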
# uPA surface inh: cell surface uPA generation inhibition; Potency, µM (highest dose often 38.3 µM), inactives show top-dose activity change, negative = inhibition, actives largely listed as inhibitors; hit rate 0.31% among 330,000; cell surface uPA generation assay, qHTS; active means well fitted inhibition curve with a large enough effect; inconclusive means small, poorly fitted or top-dose-only effect; inactive means no such curve, though single readings can be large or run the other way; tested in mouse RAW 264.7 cells; further: on the % scale 0 is the no-effect control and ±100 the full control effect; nearly all actives have a fitted effect of over 55% in size
# RORg inh: blocks mouse ROR gamma transcriptional activity; hit rate 5.4% among 310,000; Potency, µM (titrated, usually from 53.6 µM), for inactives: top-dose activity change, negative = inhibition, usual class: inhibitors; AID 2551; Drosophila S2 Gal4-RORgamma UAS-luciferase reporter, 20 h; P51450; further: on the % scale 0 is the no-effect control and ±100 the full control effect; nearly all actives have a fitted effect of over 60% in size
# Target sequence (P51450 whole entry, looked up, the tested form may be a part): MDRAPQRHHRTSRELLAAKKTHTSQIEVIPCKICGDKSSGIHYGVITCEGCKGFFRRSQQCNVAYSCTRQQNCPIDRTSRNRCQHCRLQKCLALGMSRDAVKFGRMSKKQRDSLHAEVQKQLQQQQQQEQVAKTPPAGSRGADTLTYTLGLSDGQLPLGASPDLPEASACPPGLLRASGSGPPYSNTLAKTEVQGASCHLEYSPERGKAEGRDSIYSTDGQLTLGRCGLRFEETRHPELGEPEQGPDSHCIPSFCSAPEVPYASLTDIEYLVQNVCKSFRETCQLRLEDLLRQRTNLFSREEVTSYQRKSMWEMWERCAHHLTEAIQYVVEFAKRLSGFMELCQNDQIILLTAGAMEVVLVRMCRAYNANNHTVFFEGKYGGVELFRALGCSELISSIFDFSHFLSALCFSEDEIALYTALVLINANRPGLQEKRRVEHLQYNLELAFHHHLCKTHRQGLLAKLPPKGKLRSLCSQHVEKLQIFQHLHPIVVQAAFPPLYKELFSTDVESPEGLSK
#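 Using a luciferase readout, inhibitors were identified by reduced reporter activity in Drosophila cells coexpressing a copper-inducible Gal4–ROR gamma fusion and UAS-driven Photinus luciferase, incubated 20 hr after 700 uM copper sulfate.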
# FLuc modulator: counter-screen for miR-21 project: firefly luciferase inhibitors or activators | purified FLuc, Km substrates, luminescence inhibition | Potency, µM (series often up to 57.5 µM), inactives show at the highest dose activity change, negative = inhibition, actives largely listed as inhibitors | hit rate 6.9% among 360,000 | AID 588342;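 further: plate controls were vehicle for no effect and reference inhibitor for full effect; nearly all actives have a fitted effect of over 55% in size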
# Target sequence (P08659 whole entry, looked up): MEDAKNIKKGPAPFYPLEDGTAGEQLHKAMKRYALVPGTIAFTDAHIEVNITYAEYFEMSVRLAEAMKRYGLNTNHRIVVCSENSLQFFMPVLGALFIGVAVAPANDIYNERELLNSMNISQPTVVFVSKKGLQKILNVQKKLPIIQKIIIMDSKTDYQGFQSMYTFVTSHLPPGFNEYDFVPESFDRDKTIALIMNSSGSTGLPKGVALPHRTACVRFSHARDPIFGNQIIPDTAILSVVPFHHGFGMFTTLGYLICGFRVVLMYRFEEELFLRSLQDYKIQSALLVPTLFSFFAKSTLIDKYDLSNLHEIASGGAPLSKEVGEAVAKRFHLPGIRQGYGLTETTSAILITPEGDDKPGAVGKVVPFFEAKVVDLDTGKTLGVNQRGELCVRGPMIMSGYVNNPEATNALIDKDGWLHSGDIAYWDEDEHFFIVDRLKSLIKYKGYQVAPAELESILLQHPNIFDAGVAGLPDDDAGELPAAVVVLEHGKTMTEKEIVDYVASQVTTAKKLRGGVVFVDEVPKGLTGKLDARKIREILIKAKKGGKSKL
#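 Purified P. pyralis luciferase (10nM final) with 10uM D-luciferin and 10uM ATP (Km levels) in 50mM Tris acetate pH 7.5, 10mM Mg acetate, 0.01% Tween-20, 0.05% BSA; qHTS 6-point titration, ~60 µM downward; luminescence read.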
# NPC1 promoter act: NPC1 promoter activation; hit rate 2.4% among 320,000; Huh7 NPC1 promoter luciferase reporter, 24 h; AID 485313; Potency, µM (highest dose often 9.22 µM), for inactives: at the top dose activation, actives largely listed as activators;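 further: % of control where 0% means no effect; nearly all actives have a fitted effect of over 60% in size; reporter is driven by a mutant NPC1 promoter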
#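 NPC1 promoter–luciferase Huh7 cells; 24 h compound; luminescence.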
# p53 reactivator: re-activators of mutant p53. H1299 p53-A138V BP100-luciferase reporter, luminescence, 24 h. Potency, µM (titrated, usually from 92.2 µM), for the others: at the top dose activity change, positive = activation, actives largely listed as activators. hit rate 0.063% among 320,000. AID 504706; further: % of control where 0% means no effect; nearly all actives have a fitted effect of over 45% in size
#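 p53-null H1299 cells stably carrying temperature-sensitive p53-A138V and a BP100-luciferase reporter were pinned with compounds (4-point, 1:5 series) and held 24 hrs at 37 deg C. Luminescence was read 10 min after detection reagent.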
# Rab9 prom act: activates the Rab9 promoter. Huh7 Rab9 promoter-luciferase reporter, luminescence, 24 h. Potency, µM (series often up to 9.22 µM), for inactives: at the highest dose activation, negative = inhibition, usual class: activators. hit rate 2.8% among 320,000; further: % of control where 0% means no effect; nearly all actives have a fitted effect of over 60% in size
#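 Cell-based reporter: Huh7 stable for Rab9 promoter-driven luciferase, plated in reduced-serum medium with 10% FBS at 1500 cells/well, compound-treated 24 h at 37 °C, luminescence read after 10 min reagent.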
# * marks the source's active call; other numbers are inactive results; ? = inconclusive; / = no result given; [ ] = dose if it differs, or a comment. Unless noted, the call rests on the fitted dose curve; in most records, active means well fitted curve in the direction sought with a large enough effect; inconclusive means small, poorly fitted or top-dose-only effect, or another doubt; inactive means no such curve, though single readings can be large; an effect the other way counts as inactive or inconclusive. Potency means the concentration at half of the fitted maximal effect. An excerpt; count on the stated rates, not on these rows.
SMILES,BRCA1 expr act,CXXC DNA block,Gal4-VP16 FLuc,ELG1 genotoxic,MBNL1 CUG block,uPA surface inh,RORg inh,FLuc modulator,NPC1 promoter act,p53 reactivator,Rab9 prom act
O=C(COC(=O)c1ccccc1Nc1cccc(C(F)(F)F)c1)NCc1ccco1,-22%,7%,0%,-7%,12%,3%,?,8%,-4%,0%,1%
Cc1c(C(=O)OC(C)C(C)C[N+](C)(C)C)oc2ccccc12 (stereo not drawn),-24%,-1%,6%,-7%,3%,-3%,-10%,3%,-2%,-5%,-4%
COCCNC(=S)N(CCCN(C)C)Cc1cc2cc3c(cc2[nH]c1=O)OCCO3,-25%,-22%,-10%,2%,11%,14%,1%,-1%,5%,/,-2%
COc1ccc(C(C(=O)NC2CCCCC2)N(C(=O)CCl)c2ccccc2Cl)cc1 (stereo not drawn),3%,-5%,5%,-5%,5%,6%,-14%,2%,-30%,-7%,-42%[inhibitor]
O=C(COc1ccccc1Cl)N1CCc2ccccc2C1,81%,1%,?,7%,2%,4%,-6%[1.91 µM],?,15%,?,28%
CCOc1ccc(NC(=O)CN(C)C(=O)C2CCCC2)cc1OCC,-7%,10%,2%,0%,0%,0%,8%,-1%,-2%,-1%,10%
CCOC(=O)N1CCN(C(=O)CCN2C(=O)c3ccccc3S2(=O)=O)CC1,3%,/,/,1%,/,8%,/,-1%,-3%,3%,-4%
COc1ccc(Cl)cc1C(=O)N(Cc1nc(-c2cccc(C)c2)no1)C(C)C,-55%,4%,-2%,-11%,-3%,?,40%,5%,-1%,6%,8%
COc1ccc(OC)c(Nc2cc(-c3ccccc3)nc(N)n2)c1,-70%,10%,9%,?,3%,-16%,?,-18%,-13%,2%,-15%
Cc1cc(C)c(S(C)(=O)=O)c(Oc2cccc(C(F)(F)F)c2)n1,-9%,0%,-21%[10 µM],0%,-6%,1%,15%,1%,-6%,-1%,-5%[1.84 µM]
COC(=O)c1cc(CSc2nnc(-c3ccccc3)c(-c3ccccc3)n2)oc1C,-58%,-2%,-18%,-13%,12%,-4%,45%,1%,-7%,2%,-8%
CN(Cc1cnccn1)C(=O)CC1C(=O)NCCN1Cc1c(F)cccc1Cl (stereo not drawn),0%,-4%,-9%,-3%,2%,-20%,1%,-2%,-4%,-1%,0%
CCCOc1ccc(NC(=O)CC2C(=O)OCC3CCCCN32)cc1 (stereo not drawn),-1%,/,/,3%,/,13%,/,2%,-1%,?,-1%
O=C(N/N=C1\C2CN3CCN(C2)CC1(c1ccccc1)C3)c1ccc(F)cc1,-2%,-1%,21%,0%,-6%,2%,?,-2%,-6%,5%,-6%
COc1ccc(C(=O)Nc2ccc(C(F)(F)F)n(C)c2=O)cc1,11µM*,-24%,-1%,?,-4%,1%,9%,?,2.8µM*,?,2.2µM*
O=C(CCN1C(=O)c2ccccc2C1=O)NCc1ccccc1,18%,0%,-4%,-1%[9.26 µM],7%,3%,1%,5%,0%,13%,-4%
CCOP(=O)(c1ccc(N(C)C)cc1)C(O)c1cccnc1 (stereo not drawn),22%,-2%,-12%,-1%,-8%,3%,4%,-1%,3%,-2%,-4%
CCc1cc(=O)oc2cc(C)cc(OCC(=O)NC3CC3)c12,-14%,5%,-9%,0%,0%,14%,-2%,-3%,0%,-9%,4%
O=C(COc1ccc(Cl)cc1Cl)NNC(=S)NC(=O)c1ccco1,-28%,5%,?,-4%,0%,2%,11µM*,?,-1%,4%,-5%
O=C(c1ccc(S(=O)(=O)N2CCCCC2)cc1)N1CCN(Cc2ccc3c(c2)OCO3)CC1,-39%,-1%,-6%,-22%,-3%,-6%,6%,4%,-5%,0%,-6%
Cc1ccccc1Cn1nnc(-c2ccc3c(c2)OCO3)n1,?,-6%,-10%,19%,-6%,3%,-15%,15µM*,21%,?,?
Cc1ccc(-c2oc3ccccc3c(=O)c2O)cc1,0%,11%,13µM*,23µM*,1%,-19%,4µM*,?,25%,7%,27%
COc1ccc(OCC(=O)Nc2ccc(N3CCCCC3)cc2)cc1,14%,-5%,-18%,1%,-2%,?,-21%,2%,2%,8%,0%
COc1ccc(NC(=O)C(CCSC)NC(N)=O)cc1Cl (stereo not drawn),-35%,0%,3%,1%,-3%,-4%,7%,4%,-2%,5%,1%
CCOc1ccc(NC(=O)Nc2ccc3c(c2)nc(C)n3C)cc1,48%,5%,-12%,5%,-12%,-3%,3%,?,2%,6%,13%
Oc1ccc(/C=N/N(c2ccccc2)c2ccccc2)c(O)c1O,/,9%,-22%,-10%,0%,/,-22%,-19%,1%,2%,0%
CCOc1ccc(C(C)(C)C)cc1S(=O)(=O)N1CC(C)OC(C)C1 (stereo not drawn),-28%,-3%,1%,-13%,-5%,4%,-3%,1%[2.3 µM],2%,-6%,2%
Cc1cc(Cl)ccc1OCC(O)CNCCc1ccc(S(N)(=O)=O)cc1 (stereo not drawn),-69%,1%,-6%,-2%,8%,7%,-9%,-1%,-9%,-5%,-5%
CC(=O)NCCOc1ccc2oc3ccccc3c2c1,?,-4%,18%,/,0%,-3%,13%,17µM*,/,/,/
CC(C)Oc1ccc(C(=O)Nc2ccc(S(=O)(=O)N3CCN(C)CC3)cc2)cc1,0%,-4%,-12%,-5%,-12%,?,27%,-12%,-2%,6%,5%
O=C(CSc1nnnn1-c1ccc2c(c1)CCC2)NCc1cccs1,36%,9%,7%,8%,0%,-11%,?,-14%,-6%,5%,2%
NC(=O)CSc1ccc(F)cc1,0%,-3%,8%,3%,-4%,1%,-11%,0%,-6%,1%,-5%
Cc1ccc2c(c1)N(CC(=O)N1CCCCC1)C(=O)CO2,3%,8%,5%,0%,-1%,-4%,-3%,1%,-1%,-4%,-5%
O=C(CN1C(=O)c2ccccc2C1=O)N1CCN(C2c3ccccc3-c3ccccc32)CC1,-13%,-4%,-4%,-2%,/,3%,43%,3%,-9%,-11%,0%
CC(C)OCCCNC(=O)c1cc(-c2cccnc2)nc2ccccc12,1%,4%,0%,-9%,17%,-3%,-4%,0%,-4%,-8%,-2%
COc1ccccc1C(=O)N1CCCC1(C#N)c1ccccc1 (stereo not drawn),7%,2%,6%,-6%,-5%,-6%,-8%,-1%,-5%,-17%,-2%
Clc1ccc(OCCN2CCOCC2)cc1Cl,49%,4%,4%,?,-13%,-5%,14%,-15%,9%,6%,0%
O=C(NCc1ccc2c(c1)OCO2)C1Cc2ccccc2CN1C(=O)c1ccco1 (stereo not drawn),-32%,-3%,-5%,-3%,-16%,-4%,32%,-2%,-1%,4%,-2%
Cc1cc(C)c(C)c(S(=O)(=O)NC(C)C(=O)O)c1C (stereo not drawn),-1%,-5%,3%,-2%,1%,-7%,8%,2%,-2%,-2%,2%

# Part of the list above, with each value named.
NC(=O)CSc1ccc(F)cc1
  BRCA1 expr act: 0%
  CXXC DNA block: -3%
  Gal4-VP16 FLuc: 8%
  ELG1 genotoxic: 3%
  MBNL1 CUG block: -4%
  uPA surface inh: 1%
  RORg inh: -11%
  FLuc modulator: 0%
  NPC1 promoter act: -6%
  p53 reactivator: 1%
  Rab9 prom act: -5%

O=C(CSc1nnnn1-c1ccc2c(c1)CCC2)NCc1cccs1
  BRCA1 expr act: 36%
  CXXC DNA block: 9%
  Gal4-VP16 FLuc: 7%
  ELG1 genotoxic: 8%
  MBNL1 CUG block: 0%
  uPA surface inh: -11%
  RORg inh: ?
  FLuc modulator: -14%
  NPC1 promoter act: -6%
  p53 reactivator: 5%
  Rab9 prom act: 2%

Clc1ccc(OCCN2CCOCC2)cc1Cl
  BRCA1 expr act: 49%
  CXXC DNA block: 4%
  Gal4-VP16 FLuc: 4%
  ELG1 genotoxic: ?
  MBNL1 CUG block: -13%
  uPA surface inh: -5%
  RORg inh: 14%
  FLuc modulator: -15%
  NPC1 promoter act: 9%
  p53 reactivator: 6%
  Rab9 prom act: 0%

O=C(NCc1ccc2c(c1)OCO2)C1Cc2ccccc2CN1C(=O)c1ccco1 (stereo not drawn)
  BRCA1 expr act: -32%
  CXXC DNA block: -3%
  Gal4-VP16 FLuc: -5%
  ELG1 genotoxic: -3%
  MBNL1 CUG block: -16%
  uPA surface inh: -4%
  RORg inh: 32%
  FLuc modulator: -2%
  NPC1 promoter act: -1%
  p53 reactivator: 4%
  Rab9 prom act: -2%

# RORg inh, what is marked active above.
SMILES,CXXC DNA block,MBNL1 CUG block,uPA surface inh,RORg inh,NPC1 promoter act,p53 reactivator,Rab9 prom act
O=C(COc1ccc(Cl)cc1Cl)NNC(=S)NC(=O)c1ccco1,5%,0%,2%,11µM*,-1%,4%,-5%
Cc1ccc(-c2oc3ccccc3c(=O)c2O)cc1,11%,1%,-19%,4µM*,25%,7%,27%

# Screening results (PubChem BioAssay)
